Screens from PubChem.
Scp1 inh: blocks human Scp-1 phosphatase activity; Recombinant Scp1, phosphopeptide, malachite green phosphate absorbance; inhibition, % at 20 µM; 340,000 tested, 0.88% active; AID 493091;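 active means inhibition above about 50% at 20 µM, limit read from the data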;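 further: plate controls were DMSO wells with enzyme for no effect and wells lacking enzyme for full effect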
Target sequence (Q9GZU7 76-261 limits assumed): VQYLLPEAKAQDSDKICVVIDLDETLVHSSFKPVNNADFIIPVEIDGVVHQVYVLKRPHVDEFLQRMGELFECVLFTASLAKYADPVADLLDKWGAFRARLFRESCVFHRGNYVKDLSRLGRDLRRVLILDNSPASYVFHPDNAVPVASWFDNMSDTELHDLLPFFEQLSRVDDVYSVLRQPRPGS
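Test system: SCP-1 phosphatase catalytic domain, residues 76-261; measured by: colorimetric phosphate reagent with accelerator and stabiliser, absorbance at 630 nm; timing: enzyme reaction 45 min at room temperature, colour 5 min, stabilisation 30 min; also added: Phosphorylated 17-residue peptide substrate; compound dosing: one concentration, 20 µM, with 1.0% DMSO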
SUMO1 PPI mod: alters human SUMO1 binding to SIM partners; SUMO1 binding to a labelled peptide, TR-FRET, 1 h; 360,000 tested, 0.33% active; inhibition, % at 20 µM; P63165; in the data active means inhibition above about 37%
DNMT1 inh: inhibitors of human DNMT1; DNMT1 molecular beacon, Hinp1I cleavage, fluorescence; inhibition (reported as % activation of signal), % at 10 µM; 360,000 tested, 0.83% active; AID 588458; in the data active means inhibition above about 50%
Tb MetRS inh: blocks T. brucei methionyl-tRNA synthetase activity; 360,000 tested, 0.4% active; inhibition, % at 11.9 µM; purified T. brucei MetRS, ATP depletion, Kinase-Glo luminescence;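 active means inhibition above a per-plate cutoff of the control wells' mean inhibition plus 3 SD, cut at about 5.5% in these data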;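 further: 0% = DMSO wells median and 100% = median of wells with control inhibitor compound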
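technique = Kinase-Glo luminescence, ATP depletion format | system = purified MetRS (methionyl-tRNA synthetase) enzyme from Trypanosoma brucei | timing = 15 min preincubation, 2 h reaction, all 25 °C | evaluation = percent inhibition versus plate control medians | dosing = single dose, 11.9 µM final nominal, 0.9% final DMSO | also added = substrates ATP, L-methionine and bulk Escherichia coli tRNA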
SKN-1 block: blocks SKN-1 activity in C. elegans; C. elegans VP596 Pgst-4::GFP/RFP ratio, acrylamide-induced, 24 h; inhibition, % at 21.8 µM; 360,000 tested, 0.49% active; AID 624304;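 active means interference check ratio from 0.5 to 1.5 plus GFP to RFP signal ratio inhibition reaching or exceeding a fixed threshold, cut at about 30% in these data, passing the limit was not always enough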; further: some compounds called inactive have numbers as strong as hits
LMPTP block: blocks human LMPTP phosphatase; P24666; recombinant LMPTP-A, OMFP fluorogenic substrate, fluorescence intensity; inhibition, % at 20 µM; 360,000 tested, 0.22% active;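 active means compounds that cut the enzyme signal by at least half of the control window in the single-dose screen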;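 further: plate controls were DMSO wells with enzyme plus substrate for no effect and substrate without enzyme for full effect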
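Test system: LMPTP-A phosphatase enzyme; input: 0.625 nM LMPTP-A final; reagent: OMFP substrate, 400 µM final; compound dosing: 20 µM single dose, 3% DMSO; incubation: 50 min dark incubation at room temperature; measured by: endpoint fluorescence intensity from OMFP dephosphorylation; measure: % inhibition relative to no-enzyme and uninhibited control wells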
CendR NRP1 mod: NRP-1/CendR interaction modulation | FAM-RPARPAR peptide binding to NRP-1, fluorescence polarization | 360,000 tested, 0.85% active | AID 602438 | O14786 | inhibition, % at 25 µM;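 active means inhibition or corrected inhibition above about 18%, plus a signal ratio from 0.5 to 1.5, limit read from the data, passing the limit was not always enough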; further: strong numbers were not always called active
Target sequence (O14786 whole entry, looked up): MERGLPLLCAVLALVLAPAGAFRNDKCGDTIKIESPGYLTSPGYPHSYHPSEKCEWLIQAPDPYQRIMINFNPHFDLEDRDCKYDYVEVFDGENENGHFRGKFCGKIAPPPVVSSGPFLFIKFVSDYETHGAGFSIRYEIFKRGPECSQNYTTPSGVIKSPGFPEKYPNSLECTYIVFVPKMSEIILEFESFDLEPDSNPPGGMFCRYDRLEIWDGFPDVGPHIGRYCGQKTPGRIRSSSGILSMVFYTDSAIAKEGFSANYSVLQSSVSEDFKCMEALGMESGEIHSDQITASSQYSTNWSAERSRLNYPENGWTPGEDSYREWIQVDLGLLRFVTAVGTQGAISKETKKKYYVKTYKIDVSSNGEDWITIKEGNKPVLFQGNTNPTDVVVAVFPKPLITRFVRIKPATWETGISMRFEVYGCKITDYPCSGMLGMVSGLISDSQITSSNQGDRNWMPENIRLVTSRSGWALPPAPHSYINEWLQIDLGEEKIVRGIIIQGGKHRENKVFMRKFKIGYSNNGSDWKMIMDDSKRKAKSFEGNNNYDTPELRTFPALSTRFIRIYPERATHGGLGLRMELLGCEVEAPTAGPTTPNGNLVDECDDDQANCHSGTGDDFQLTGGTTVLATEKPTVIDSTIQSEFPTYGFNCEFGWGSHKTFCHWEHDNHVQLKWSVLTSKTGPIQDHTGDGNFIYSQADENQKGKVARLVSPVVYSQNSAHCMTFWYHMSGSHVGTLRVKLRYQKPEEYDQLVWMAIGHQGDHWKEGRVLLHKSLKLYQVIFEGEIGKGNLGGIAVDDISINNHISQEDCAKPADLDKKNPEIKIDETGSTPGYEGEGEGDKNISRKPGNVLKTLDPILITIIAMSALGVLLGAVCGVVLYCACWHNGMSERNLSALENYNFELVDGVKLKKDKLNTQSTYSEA
NadD block: blocks S. aureus nicotinate mononucleotide adenylyltransferase | purified NadD enzyme, colorimetric absorbance read-out | inhibition, % at 20 µM | 360,000 tested, 0.78% active; in the data active means inhibition above about 26%; further: some compounds past the cut are filed as inactive
Neddylation inh: inhibitors of human cullin neddylation | TR-FRET cullin neddylation, biochemical | calls only at 25 µM | 360,000 tested, 0.58% active | AID 651699; in the data active means inhibition above about 36%
STEP block: blocks human striatal-enriched tyrosine phosphatase; recombinant STEP, OMFP fluorogenic substrate, fluorescence; inhibition, % at 20 µM; 360,000 tested, 0.25% active; AID 588621;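 active means inhibition at 20 µM, scaled per plate between control wells, above about 37%, limit read from the data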;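 further: 0% = DMSO with enzyme and substrate and 100% = substrate only without enzyme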
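medium = Bis-Tris buffer pH 6.0, 2.5 mM DTT, 0.005% Tween 20 | test system = STEP (striatal-enriched tyrosine phosphatase) enzyme, cell-free | measure = normalized % inhibition | compound dosing = 20 µM, 1% DMSO | also added = 25 µM OMFP | schedule = reaction 20 min, ambient temperature | measured by = fluorescence read at 480 nm ex / 540 nm em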
* = called active by the depositor; i = inactive; / = no result given; + = active, no number.

SMILES	Scp1 inh	SUMO1 PPI mod	DNMT1 inh	Tb MetRS inh	SKN-1 block	LMPTP block	CendR NRP1 mod	NadD block	Neddylation inh	STEP block
O=C(C1CCCC1)N1CCCC(Nc2ccccc2)C1 (stereo not drawn)	-7	-6	-1	-0.3	-3	0.1	13	-8	i	-2
O=C(N=Nc1c(O)[nH]c2ccc(Br)cc12)c1ccco1	/	-14	11	0.4	11	5.0	-4	-1	i	-1
Cc1ccn2cc(CC(=O)O)nc2c1	27	3	46	-0.8	8	-0.1	-8	6	i	4
CC(Nc1nc(N2CCNCC2)nc2ccccc12)c1ccccc1 (stereo not drawn)	5	0	-12	-0.7	-5	85*	11	11	/	7
CC12CCC(c3nnc(SCC(=O)Nc4cccc5ccccc45)nc31)C2(C)C (stereo not drawn)	-10	-3	-5	-0.1	3	-0.3	-3	-3	i	-2
Nc1cc(N)nc(SCc2cc(=O)oc3cc4c(cc23)CCC4)n1	-1	-6	-2	-0.1	13	7.3	-4	5	i	3
O=C(Nc1ccccc1Cl)c1cccc(NC(=O)C2C3CC4OC(=O)C2C4C3)c1 (stereo not drawn)	-12	5	1	0.1	-18	-1.1	9	-1	i	0
CC(=O)c1cccc(NC(=O)C(OC(=O)c2ccccc2NS(=O)(=O)c2cccs2)c2ccccc2)c1 (stereo not drawn)	-18	-5	-6	0.0	-1	3.0	-12	8	i	-5
CN(C)S(=O)(=O)N1CCCC(C(=O)c2ccc(-c3ccccc3)cc2)C1 (stereo not drawn)	0	-2	-1	0.3	8	-0.1	1	-11	i	1
Cc1ccc(S(=O)(=O)N2[C@@H](c3ccc(Cl)cc3)C(C(=O)O)=CC[C@H]2c2ccc3c(c2)OCO3)cc1	0	3	0	0.5	2	-0.3	-4	4	i	3
Cc1ccccc1NC(=O)c1ccc2c(c1)N(C)CCS2	-12	-7	10	0.0	3	-2.9	11	0	/	0
CC1=NN(c2ccc(C)cc2C)C(=O)C1C(c1cccc(O)c1)C1C(=O)N(c2ccc(C)cc2C)N=C1C (stereo not drawn)	2	11	-16	0.5	3	-0.4	6	24	i	-1
C[C@]12c3[nH]c4ccccc4c3CCN1C(=O)C(CC(=O)NCCC1=CCCCC1)C[C@@H]2C(=O)N1CCCCC1 (stereo partly drawn)	-8	4	-4	-0.8	6	0.2	4	9	i	2
COC(=O)C1=C(C)N(c2ccc(F)c(Cl)c2)C(=O)C1	-3	1	-3	-0.4	-4	-0.5	0	4	i	-12
CCOC(=O)N1CCN(C(=O)c2ccc(OC(C)=O)cc2)CC1	3	1	0	-0.3	3	-0.4	17	1	i	6

A portion from further up, for reference:
SMILES	Scp1 inh	SUMO1 PPI mod	DNMT1 inh	Tb MetRS inh	SKN-1 block	LMPTP block	CendR NRP1 mod	NadD block	Neddylation inh	STEP block
Cc1ccn2cc(CC(=O)O)nc2c1	27	3	46	-0.8	8	-0.1	-8	6	i	4
CC(Nc1nc(N2CCNCC2)nc2ccccc12)c1ccccc1 (stereo not drawn)	5	0	-12	-0.7	-5	85*	11	11	/	7
CC12CCC(c3nnc(SCC(=O)Nc4cccc5ccccc45)nc31)C2(C)C (stereo not drawn)	-10	-3	-5	-0.1	3	-0.3	-3	-3	i	-2

(listing goes on)
SMILES	Scp1 inh	SUMO1 PPI mod	DNMT1 inh	Tb MetRS inh	SKN-1 block	LMPTP block	CendR NRP1 mod	NadD block	Neddylation inh	STEP block
COc1ccc(C(=O)CC(CC(=O)c2ccc(OC)cc2)C(=O)O)cc1	-2	0	-2	0.5	2	1.1	5	0	i	1
CCCC(=O)Nc1ccc(C(=O)NN=C(C2CC2)C2CC2)cc1	-2	7	12	-0.6	4	0.0	-6	1	i	-2
CNS(=O)(=O)c1cnccc1N1CCN(C)CC1	-3	1	7	0.0	4	-2.0	-2	-2	i	-2
Cc1ccc(OCCC(=O)Nc2ccc3c(c2)OCO3)cc1	3	5	4	0.0	16	0.0	-4	-6	i	-2
COc1ccc(NS(=O)(=O)c2cccc(C(=O)N/N=C/c3ccc(O)cc3)c2)cc1	-7	62*	0	0.0	-7	-0.3	-8	-2	+	-3
Cc1cccn2c(=O)c(/C=C(\C#N)C(=O)NC3CCS(=O)(=O)C3)c(N3CCC(C(N)=O)CC3)nc12 (stereo not drawn)	-4	-19	3	0.1	14	-1.1	-3	-5	i	-1
COC(=O)c1ccc(CSc2nnnn2-c2ccc(C)cc2C)o1	0	-1	-2	-1.2	-5	-1.1	23	-5	i	2
Cc1cccc(NC(=O)Nc2nnc([C@@H]3C[C@H](O)[C@@H](CO)O3)s2)c1	/	-2	4	-0.2	18	-1.1	1	0	i	0
COc1ccc(/C=N/NC(=O)C(=O)NCc2cccnc2)cc1OC	4	-9	5	-0.8	-13	-1.4	19	-20	i	4
O=C(NCCn1cc(SCc2ccccc2F)c2ccccc21)c1c(F)cccc1F	-31	1	-23	-0.5	0	4.0	-3	-9	i	-4
COc1ccc(OC)c(C(c2nnnn2C2CCCC2)N2CCc3ccccc3C2)c1 (stereo not drawn)	-2	0	-4	-1.6	22	0.1	7	0	i	2
COc1ccc(NC(=O)c2cccc(S(=O)(=O)N3CCCCCC3)c2)cc1	-9	5	0	-0.5	14	0.3	7	-2	i	1
COc1ccc(C2CC(c3ccncc3)=NN2c2ccc(S(N)(=O)=O)cc2)cc1 (stereo not drawn)	17	-20	-6	-0.2	0	-1.0	-22	11	/	-3
Cn1c(N)c(C(=O)c2ccc(Oc3ccccc3)cc2)c(=O)n(C)c1=O	-5	-2	13	-0.6	-2	-1.4	-9	0	i	-2
COc1cc(NC(=O)c2ccccc2Cl)ccc1NC(=O)c1cccs1	-8	9	-1	-1.0	1	1.2	-3	-10	i	-3
CCCn1c(SCC(=O)N2c3ccccc3Sc3ccccc32)nc2c1c(=O)n(C)c(=O)n2C	-17	1	-9	0.2	20	0.8	16	3	i	-2
CCN(CC)C(=O)c1scc2c1OCCO2	3	-1	-1	-0.1	0	0.0	-1	2	i	1
Cc1nc(NC(=O)C2CC2)sc1C(=O)N1CCCCC1	-3	2	-1	-0.4	0	-0.1	-1	5	i	0
Cc1oncc1C(=S)Nc1ccccc1	-5	0	1	-0.1	7	0.9	1	-6	i	0
CCn1cc(C2=NOC(C(=O)Nc3cc(OC)c(Cl)cc3OC)C2)c(C)n1 (stereo not drawn)	-7	-1	5	-0.2	-4	1.9	-2	-1	i	1
O=C(NC1CCCCCC1)c1cccc(N2CCCC2=O)c1	-5	-2	3	-0.3	-4	-1.2	13	-10	i	2
C[C@H](CO)N1C[C@H](C)[C@H](CN(C)Cc2cccc(F)c2)Oc2ncc(Br)cc2C1=O	/	5	-1	0.2	12	-2.4	-2	-7	i	-1
Cc1ccc(N(C(=O)CNC(=O)c2ccco2)C(C(=O)NC2CCCC2)c2cccnc2)cc1 (stereo not drawn)	-2	-1	0	-0.4	-1	0.3	0	-9	i	-4
CN(C)CCO[C@@H](c1ccc(Cl)cc1)c1ccccn1	-1	-3	-3	-0.3	11	-1.3	5	-7	i	0
O=C(OCc1nnc(-c2ccccc2)o1)C1CCN(S(=O)(=O)c2cccs2)CC1	-14	-1	-1	0.2	5	1.4	-3	-15	i	2
O=C(CN1CCC(O)(c2cccc(F)c2)CC1)NCCc1c[nH]c2ccccc12	6	0	-4	0.7	2	-1.6	-12	-9	i	0
O=C(c1ccco1)N1CCN=C1SCc1c(F)cccc1Cl	4	3	0	-0.3	3	-0.3	2	-4	i	4
CC1=C(C(=O)OCc2ccccc2)C(c2cccc([N+](=O)[O-])c2)NC(=O)N1CCCCCC(=O)O (stereo not drawn)	-4	-8	6	-0.2	6	-1.3	7	-5	i	0
Cc1ccccc1C(=O)Nc1ccnn1C1CCN(C2CCSCC2)CC1	-7	-5	1	-0.2	17	-2.8	5	3	i	-1
CCCC1(C(=O)OCC)NC(c2ccc(N(C)C)cc2)C2C(=O)N(c3ccc(OCC)cc3)C(=O)C21 (stereo not drawn)	43	1	-3	-1.4	-21	-0.8	10	-1	i	0

Compound profiles (already shown). Screens in order: Scp1 inh	SUMO1 PPI mod	DNMT1 inh	Tb MetRS inh	SKN-1 block	LMPTP block	CendR NRP1 mod	NadD block	Neddylation inh	STEP block
Shown for O=C(CN1CCC(O)(c2cccc(F)c2)CC1)NCCc1c[nH]c2ccccc12 → 6	0	-4	0.7	2	-1.6	-12	-9	i	0
Shown for CN(C)CCO[C@@H](c1ccc(Cl)cc1)c1ccccn1 → -1	-3	-3	-0.3	11	-1.3	5	-7	i	0

Carrying on:
SMILES	Scp1 inh	SUMO1 PPI mod	DNMT1 inh	Tb MetRS inh	SKN-1 block	LMPTP block	CendR NRP1 mod	NadD block	Neddylation inh	STEP block
CS(=O)(=O)N(Cc1ccccc1)c1ccc(C(=O)NCC2CCCO2)cc1 (stereo not drawn)	-5	6	2	-0.1	20	-1.7	1	-3	i	-3
O=c1cccc(-c2ccccc2)[nH]1	-4	-5	1	-0.3	15	-0.6	5	0	i	-1
Oc1ccc(C=Nc2cccc3ncccc23)c(O)c1	-5	10	-39	0.2	21	16	-5	6	i	2
CCOC(=O)c1cc2n(c1C)-c1ccccc1C2=O	-12	-25	4	-0.9	10	2.4	-3	-6	i	1
CCOc1ncccc1C(=O)OCC(=O)N1c2ccccc2CC1C (stereo not drawn)	-8	-7	0	-0.5	-15	2.3	-8	-4	i	-1
CC(C)CC1NC(=O)N(CCCCN2C(=O)c3ccccc3C2=O)C1=O (stereo not drawn)	-3	-4	2	8.8*	-7	0.7	4	-4	i	6
CCCn1c2c(c(O)c(C(=O)Nc3ncccc3C)c1=O)CCCC2	-11	0	2	-0.1	-8	1.2	-8	5	i	1
CCc1ccccc1N(C(C)=O)c1nc(CN=C=S)cs1	-1	-2	-11	-0.4	-2	0.6	10	1	i	-2
O=C(CSc1nc2ccccc2s1)NC1CCS(=O)(=O)C1 (stereo not drawn)	-4	-2	1	0.2	3	-0.4	1	-3	i	5
CCc1ccc(CNC(=O)C2Cc3cc(S(=O)(=O)N4CCCC4)ccc3N2C(C)=O)cc1 (stereo not drawn)	-6	-6	-1	-0.5	-7	-1.2	7	-1	i	2
O=C1CCCN1CCCNC(=S)Nc1ccc(Cl)cc1Cl	-5	5	1	1.1	-12	-0.6	40*	0	i	0
O=[N+]([O-])c1ccc2c(c1)Nc1nc3ccccc3nc1N2	-2	-18	-6	0.1	18	-1.6	-16	-5	i	-2
CN1CCN(Cc2nc3cc(NC(=O)COc4ccc([N+](=O)[O-])cc4)ccc3n2C)CC1	1	-15	1	-0.2	4	5.3	15	2	i	2
O=P(CCO)(c1ccccc1)c1ccccc1	-5	1	-1	-0.5	1	-0.2	-8	2	/	0
CCS(=O)(=O)N1CCC(C(=O)N2CCOCC2)CC1	0	0	-4	-0.1	10	0.6	7	-6	i	-3
Nc1ncnc2c1ncn2[C@@H]1O[C@H](CNCc2ccc(OCC(=O)Nc3nccs3)cc2)[C@@H](O)[C@H]1O	-5	-2	3	-0.5	12	0.6	-5	-1	i	1
